Bioassay records from PubChem BioAssay.
GALR2 antag: GALR2 antagonists in receptor-expressing cells, primary screen; 140,000 tested, 0.39% active; Galanin receptor type 2 (Homo sapiens), O43603; antagonist mode; inhibition, % at 4 µM; in the data active = inhibition above about 27%;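 note: cells stimulated with galanin 1-16 at roughly its EC80; 0% = agonist challenge control and 100% = basal control without agonist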
Target sequence (O43603 whole entry, looked up): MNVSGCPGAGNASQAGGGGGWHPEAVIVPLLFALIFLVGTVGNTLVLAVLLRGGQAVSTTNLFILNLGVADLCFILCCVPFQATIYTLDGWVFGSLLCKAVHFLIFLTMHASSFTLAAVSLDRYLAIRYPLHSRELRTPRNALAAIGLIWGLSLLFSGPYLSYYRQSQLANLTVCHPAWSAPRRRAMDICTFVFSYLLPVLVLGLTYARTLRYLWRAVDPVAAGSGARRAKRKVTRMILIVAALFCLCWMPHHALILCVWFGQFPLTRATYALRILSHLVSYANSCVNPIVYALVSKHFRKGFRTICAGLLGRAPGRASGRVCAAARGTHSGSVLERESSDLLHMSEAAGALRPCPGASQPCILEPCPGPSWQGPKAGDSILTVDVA
NPY Y2 blocker: NPY-Y2 receptor antagonists, primary screen, cell-based; 140,000 tested, 0.99% active; inhibition, % at 2.7 µM; NPY-Y2 expressing cells, antagonist mode; Neuropeptide Y receptor type 2 (Homo sapiens), P49146; in the data active = inhibition above about 17%;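 note: 0% = vehicle with agonist challenge and 100% = reference antagonist with challenge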
Target sequence (P49146 whole entry, looked up): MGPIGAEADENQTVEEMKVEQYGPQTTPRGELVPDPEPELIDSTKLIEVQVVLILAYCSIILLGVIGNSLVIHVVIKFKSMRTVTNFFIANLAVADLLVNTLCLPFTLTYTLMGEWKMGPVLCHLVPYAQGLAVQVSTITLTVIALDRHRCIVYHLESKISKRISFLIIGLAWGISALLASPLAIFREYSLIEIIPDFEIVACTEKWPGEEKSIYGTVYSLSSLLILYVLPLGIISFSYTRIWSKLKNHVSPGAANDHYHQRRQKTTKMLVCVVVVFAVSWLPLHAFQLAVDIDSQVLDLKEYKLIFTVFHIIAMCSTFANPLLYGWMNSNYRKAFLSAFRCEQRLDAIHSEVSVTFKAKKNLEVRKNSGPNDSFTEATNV
Measles CPE: compounds protecting cells from measles virus cytopathic effect, primary screen, measles RdRp inhibitor project, single point, MLSMR library, absorbance | 140,000 tested, 1.5% active | Measles virus-infected cells, CPE protection | protection (pct of control), % at 4 µM; in the data active = protection mostly above about 24%, no sharp cut-off; inactive = mostly below about 26%; note: some compounds called inactive have numbers as strong as hits
BB579 growth dn: growth inhibitors of yeast BB579 in restrictive medium, primary screen, yeast lifespan-shortening project, S. cerevisiae | inhibition, % at 10 µM | AID 804, 2007 | 140,000 tested, 0.51% active | OD615, 48 h;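 active = inhibition above a set limit, 3 SD over the mean compound inhibition, cut at about 44% in these data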; note: inactives centre near -24
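Assay system – yeast BB579 (DeaD) · Dosing – single compound dose of 10 µM, 0.25% DMSO final · Detection – OD615 turbidity measurement · Buffer or medium – CSMM-D restrictive synthetic medium containing dextrose (glucose) · Benchmarks – positive control amphotericin B 10 µg/mL · Incubation – 48 h exposure, 30 °C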
Phagocytosis inh: inhibitors of macrophage phagocytosis, primary screen, imaging, J774A.1 cells, IgG beads; inhibition, % at 5 µM; J774A.1 macrophage IgG-bead phagocytosis; 110,000 tested, 0.07% active;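 active = inhibition above the mean of the plate negative controls plus 5 SD, cut at about 13% in these data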;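 note: phagocytic index as fraction of beads internalized from green versus red external bead signal; plate controls were DMSO negative control for no effect and cytochalasin-D positive control for full effect; some results beyond the cut were filed as inactive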
MRP-1 activ: H69AR viability gain despite doxorubicin, primary screen, MRP-1 activator project, H69AR cells, CellTiter-Glo; viability rescue; viability increase, % at 10 µM; 140,000 tested, 0.61% active;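 active = viability gain under doxorubicin at or above a set limit, the compound median plus 3 SD, cut at about 4.7% in these data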;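 note: MRP-1 overexpressing cells given doxorubicin 25 µM after compound pretreatment; 18-22 h compound pretreatment then 72 h with doxorubicin before readout; 0% = doxorubicin-only wells and 100% = vehicle-treated cells without doxorubicin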
PTEN del growth: growth suppression of PTEN-null HCT116, primary screen, cell-based, CellTiter-Glo | viability, % at 10 µM | 140,000 tested, 1.2% active | HCT116 PTEN-null viability, 60 h; stronger effect = lower value;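 active = viability at or below a set limit, 4 SD under the median of all tested compounds, cut at about 3.7% in these data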;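 note: PTEN knockout HCT116 line with beta catenin targeted HCT116 as companion control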
HCT116 bCat-KO: primary screen for growth suppressors in beta-catenin knockout HCT116 cells (colon tumor, human); HCT116 beta-catenin knockout viability, CellTiter-Glo, 60 h; stronger effect = lower value; viability, % at 10 µM; 140,000 tested, 1.5% active;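 active = viability at or under a set limit, the compound median less 4 SD, cut at about 6% in these data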;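 note: 0% = Hyamine 1622 control at 20 µM and 100% = untreated cell control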
Yeast life ext: compounds extending yeast replicative lifespan, primary screen, S. cerevisiae, OD615; S. cerevisiae growth with nicotinamide; deaD strain in restrictive glucose medium; 130,000 tested, 0.68% active; AID 775, 2007; inhibition of the nicotinamide effect, % at 10 µM;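 active = inhibition above a set limit, placed 3 SD over the median of all compounds, cut at about 26% in these data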;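 note: 0% = nicotinamide-treated wells and 100% = cells grown without nicotinamide; some compounds called inactive have numbers as strong as hits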
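Assay system: engineered S. cerevisiae DeaD replicative-lifespan strain, galactose-grown log-phase cells; Buffer or medium: CSMM-D glucose medium, restrictive; Probe or stimulus: nicotinamide 1.5 mM; Compound: single dose 10 µM compound, 0.25% DMSO; Schedule: 4 h preincubation then 48 h treatment at 30 °C; Technique: OD615 measurement.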
E-sel TNF inh: E-selectin induction blockers in HUVEC – imaging, immunofluorescence, high content, primary screen. inhibition, % at 2 µM. 120,000 tested, 0.71% active. HUVEC TNFa-induced E-selectin immunofluorescence;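 active = inhibition above the batch mean plus 3 SD, and confirmed as a hit on visual image review, cut at about 43% in these data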;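 note: 0% = TNF-stimulated DMSO wells and 100% = unstimulated control wells; not every result past the cut was called active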
* marks the source's active call; other numbers are inactive results; / = no result given; & = joins results of further samples.

SMILES | GALR2 antag | NPY Y2 blocker | Measles CPE | BB579 growth dn | Phagocytosis inh | MRP-1 activ | PTEN del growth | HCT116 bCat-KO | Yeast life ext | E-sel TNF inh
COc1ccc(C2c3c(oc4ccccc4c3=O)C(=O)N2c2ccccn2)cc1 (centres undefined) | 0 | 8 | 15 | -44 | -1 | -2.9 | 74 | 74 | -1 | /
CCOC(=O)N/N=C/c1ccc(F)cc1 | 1 | 2 | 4 | -1 | 1 | -1.4 | 92 | 91 | -13 | -24
CCCCC(=O)N1CCN(c2ccc(OC)cc2[N+](=O)[O-])CC1 | 7 | 3 | 26 | -15 | 1 | -2.9 | 88 | 81 | -4 | -5
O=C(Nc1ccc(F)cc1F)NC1CC(=O)N(Cc2ccccc2)C1 (centres undefined) | 18 | 2 | 7 | -28 | / | -1.2 | 86 | 93 | -4 | -32
O=C(Cn1nc(C(F)(F)F)cc1C1CC1)Nc1ccccc1F | -3 | -1 | 11 | -25 | -10 | 0.1 | 99 | 87 | -2 | /
CCOC(=O)N1CCC(NC(=O)CSCc2nc(-c3ccc(OC)c(OC)c3)oc2C)CC1 | -5 | 2 | 8 | 1 | 0 | -1.6 | 92 | 101 | -17 | -67
O=C(c1ccc(NC2=NC3CS(=O)(=O)CC3S2)cc1)N1CCN(C(=O)c2ccco2)CC1 (centres undefined) | -7 | 2 | 10 | -21 | / | -0.8 | 95 | 90 | 2 | -15
Cn1cc(CN2CCc3ccccc3C2)c2ccccc21 | 16 | 5 | 6 | -14 | 3 | -1.7 | 90 | 88 | 5 | 40
O=C1CSC(c2ccc3c(c2)OCO3)N1c1ccc(Oc2ccccc2)cc1 (centres undefined) | 0 | 9 | 5 | -6 | / | 2.7 | 74 | 79 | -15 | 14
O=C(NC(=S)N(CCc1ccccc1)CCc1ccccc1)c1ccco1 | 6 | 4 | 9 | -8 | -14 | -3.9 | 17 | 22 | 9 | 8
Cc1ccc(NC(=O)C2CCN(C(=O)NC3CCCCC3)CC2)cc1Cl | -4 | 3 | 17 | -42 | 0 | -3.1 | 94 | 93 | -9 | 12
CC(=O)Nc1ccc(S(=O)(=O)NCc2ccccn2)cc1 | -3 | 3 | 8 | 9 | -3 | 0.6 | 97 | 85 | 5 | /
CCN(CC)c1cccc(OCC(=O)N(C)CCC#N)c1 | 1 | -4 | 16 | -37 | 1 | 0.0 | 93 | 103 | -11 | 1
O=C(NCc1cccs1)c1cc2c(s1)CCCC2 | 3 | 6 | 1 | 3 | / | 0.1 | 72 | 59 | 6 | -4
O=[N+]([O-])c1cc(C(F)(F)F)ccc1NCCCCNS(=O)(=O)c1ccc(Cl)cc1 | -20 | 2 | 4 | -25 | / | -2.4 | 78 | 72 | 3 | /
O=C(NCCCOc1cccc(CN2CCCCC2)c1)c1ccc(Cl)c(Cl)c1 | 4 | 9 | 5 | -25 | -2 | -4.3 | 37 | 35 | 10 | /
CS(=O)(=O)NCc1nnc(SCc2ccccc2C(F)(F)F)o1 | 2 | 4 | 7 | 16 | -4 | 0.8 | 94 | 97 | -10 | -5
COc1ccc(NC(=O)c2sc(SC)nc2N)cc1 | 5 | 2 | 16 | -14 | 0 | -1.7 | 85 | 96 | -17 | -29
S=c1[nH]nc(-c2ccco2)n1/N=C/C=C/c1ccccc1 | -4 | 5 | 28 | -41 | -4 | -2.8 | 85 | 91 | -25 | 23
O=C(COC(=O)C1CC2C=CC1C2)NCc1ccc(F)cc1 (centres undefined) | -9 | 1 | 13 | -30 | -11 | -0.7 | 103 | 94 | 5 | /
CC(C)C(=O)Nc1cccc(NC(=O)c2cccnc2)c1 | -2 | 2 | 5 | -21 | 4 | -1.5 | 105 | 99 | -7 | -22
O=C(CCN1C(=O)c2ccccc2C1=O)Nc1ccc(-c2nc3ccccc3o2)cc1 | 2 | -3 | 13 | -36 | -1 | -2.6 | 94 | 107 | -9 | 8
COc1ccc(Cl)cc1NS(=O)(=O)c1ccc(OC)c(OC)c1 | 1 | 0 | 28 | -23 | / | -3.4 | 88 | 90 | / | -10
CCN1CCN(Cc2c(O)ccc3c2O/C(=C\C=C\c2ccccc2)C3=O)CC1 | 14 | 1 | 4 | -19 | 2 | -4.7 | 62 | 63 | -10 | 30
CCn1nnnc1-c1ccc(OC)c(S(=O)(=O)Nc2ccc(C(=O)OC)cc2)c1 | 13 | 5 | 14 | -4 | -2 | -1.1 | 98 | 104 | -3 | 8

Further entries follow.
SMILES | GALR2 antag | NPY Y2 blocker | Measles CPE | BB579 growth dn | Phagocytosis inh | MRP-1 activ | PTEN del growth | HCT116 bCat-KO | Yeast life ext | E-sel TNF inh
O=C(COC(=O)c1ccc(NS(=O)(=O)c2ccc3c(c2)OCCO3)cc1)NCC1CCCO1 (centres undefined) | 3 | 8 | 28 | -67 | 2 | -1.6 | 100 | 93 | 3 | -6
CCS(=O)(=O)Nc1ccc(Cc2ccncc2)cc1 | -3 | 3 | 29 | -24 | 5 | 0.7 | 97 | 95 | -1 | -9
CCc1ccc2oc(-c3cc(N)ccc3O)nc2c1 | 10 | 0 | 21 | -44 | 0 | -2.3 | 34 | 61 | -19 | 36
O=S1(=O)CC(O)C(Nc2ccccc2)C1 (centres undefined) | -8 | 1 | 1 | -30 | -2 | -0.4 | 114 | 98 | 2 | -18
COc1ccc(CCN2CC(C(=O)O)CC2=O)cc1OC (centres undefined) | -9 | 3 | 19 | -1 | 0 | 0.2 | 101 | 111 | -10 | 4
COc1ccc(NC(=O)Nc2nnc(-c3ccccc3SCc3ccccc3)s2)cc1 | -11 | 1 | 27 | -66 | 0 | -1.2 | 85 | 75 | -6 | -21
CCOC(=O)C1CCCN(C(=O)C2CCN(S(=O)(=O)CC)CC2)C1 (centres undefined) | -4 | 2 | 15 | -51 | / | -1.3 | 96 | 86 | -6 | 24
Cc1cc(C)c2c(-n3cccc3)c(C(=O)NNS(=O)(=O)c3ccc(F)cc3)sc2n1 | -11 | 4 | 6 | -71 | / | -3.6 | 104 | 102 | 39 | 36
CN(C)c1ccc(C2N(c3ccc(Cl)cc3)C(=O)C3CCCN32)cc1 (centres undefined) | 3 | 0 | 2 | 4 | 0 | -2.9 | 91 | 88 | -10 | /
O=C(N/N=C/c1ccccc1Cl)c1[nH]c2ccc(Br)cc2c1-c1ccccc1 | 13 | 8 | 10 | -20 | 5 | -4.0 | 9 | 14 | -2 | /
COc1ccc2c3c(cccc13)C(=O)N(O)C2=O | -1 | 4 | 2 | -26 | -3 | 3.2 | 8 | 14 | 58* | /
COc1cc(OC)cc(-n2nnnc2SCC(=O)NCc2ccc3c(c2)OCO3)c1 | -8 | 9 | 27 | -29 | 0 | -0.7 | 75 | 87 | -11 | 8
Cc1cn(C(=O)c2ccccc2)c(=S)n1-c1ccc(Br)cc1 | -8 | 9 | 7 | -62 | / | -1.2 | 67 | 71 | / | -19
Cn1c(-c2ccccc2)cnc1SCC(N)=O | -8 | -1 | 18 | -3 | -1 | -2.1 | 95 | 107 | -8 | 3
COc1ccc(CNC(=S)N/N=C/c2ccc(OC)c(OC)c2)cc1 | -8 | 15 | 3 | -35 | -3 | -2.7 | 93 | 95 | -14 | -25
COc1ccc(NS(=O)(=O)c2ccc(-n3nnc4ccccc43)c([N+](=O)[O-])c2)cc1 | 2 | 3 | 19 | -18 | 0 | 0.9 | 82 | 85 | -9 | 10
COc1ccc(C(=O)Nc2ccc(N3CCCCC3)cc2)cc1Br | 1 | 0 | 4 | -31 | 4 | 0.4 | 106 | 89 | -2 | /
COc1ccc2[nH]c(C)c(C(=O)CN(C)C)c2c1 | -6 | 2 | 14 | -38 | 0 | -3.0 | 93 | 93 | -4 | /
CCN1C(=O)/C(=C/c2cnn(CC)c2C)SC1=S | -7 | 2 | 19 | -8 | -3 | -0.2 | 109 | 97 | -5 | /
Nc1nc(Cn2nnc(-c3ccccc3F)n2)nc(N2CCOCC2)n1 | -2 | 3 | 4 | -43 | -2 | -1.7 | 86 | 92 | -5 | /
CCOC(=O)c1ccc2c(c1)nc(C)n2CC | 7 | 1 | 5 | -9 | / | 1.1 | 97 | 94 | / | 13
O=C(CCCC(=O)N(CC(=O)NC1CCCCC1)Cc1ccc2c(c1)OCO2)Nc1ccccn1 | -13 | 7 | 9 | -27 | -1 | -1.0 | 98 | 95 | 28* | /
O=C(Nc1ccccc1)c1cc2ccccc2c(=O)s1 | 17 | 3 | 1 | -21 | -3 | -2.8 | 102 | 91 | -4 | /
COc1ccc(C(=O)N2CCCC(c3nc(-c4cc(OC)c(OC)c(OC)c4)no3)C2)cc1 (centres undefined) | 1 | 3 | 10 | -62 | 0 | -1.4 | 92 | 90 | 4 | 2
Cc1ccc(C(C#N)N2CCOCC2)cc1 (centres undefined) | 5 | -2 | 5 | -18 | / | -2.2 | 97 | 102 | -8 | -28

(further entries)
SMILES | GALR2 antag | NPY Y2 blocker | Measles CPE | BB579 growth dn | Phagocytosis inh | MRP-1 activ | PTEN del growth | HCT116 bCat-KO | Yeast life ext | E-sel TNF inh
O=C(O)CCSc1ccc2ccccc2n1 | 7&-4 | 16&8 | 18&10 | 6&-9 | -3 | -2.8&-2.1 | 104&95 | 99&107 | -6&-29 | -28
O=C(COc1ccc(F)cc1)N1c2ccccc2CCc2ccccc21 | 0 | 5 | 5 | -41 | -8 | -1.0 | 60 | 72 | 10 | /
CCCCCC(C)NC(=S)NC(=O)c1cc(S(=O)(=O)N2CCOCC2)ccc1C (centres undefined) | 3 | 0 | 27 | -8 | -4 | -3.9 | 45 | 26 | 2 | /
CCOC(=O)C1CCCN(C(=O)c2cc3nc(-c4cccc(OC)c4)cc(C(F)(F)F)n3n2)C1 (centres undefined) | -10 | 5 | 9 | 21 | 0 | -0.1 | 22 | 24 | 2 | -5
Cc1ccc(C(=O)O/N=C2\CC3CCC2(C)C3(C)C)cc1 (centres undefined) | -3 | 6 | 6 | -40 | / | -2.4 | 88 | 89 | / | 28
COc1cccc(N2CCN(C3CC(=O)N(c4cccc(Cl)c4)C3=O)CC2)c1 (centres undefined) | 14 | 2 | 6 | -11 | -2 | 1.9 | 102 | 111 | 4 | -60

Full records, quoted from the list. Order of screens: GALR2 antag	NPY Y2 blocker	Measles CPE	BB579 growth dn	Phagocytosis inh	MRP-1 activ	PTEN del growth	HCT116 bCat-KO	Yeast life ext	E-sel TNF inh
O=C(COc1ccc(F)cc1)N1c2ccccc2CCc2ccccc21 reads 0	5	5	-41	-8	-1.0	60	72	10	/
COc1cccc(N2CCN(C3CC(=O)N(c4cccc(Cl)c4)C3=O)CC2)c1 (centres undefined) reads 14	2	6	-11	-2	1.9	102	111	4	-60
